EPAC1 ag – activates human EPAC1 exchange factor; O95398; EPAC1 agonist qHTS, biochemical assay; response scale: 100% = response to 6.5 mM cAMP; Potency, µM (top dose mostly 154 µM), inactives show at the highest dose activation, usual class: activators; hit rate 0.073% among 360,000; note: potency is the fitted concentration of half-maximal effect; nearly all actives have a fitted effect of over 60% in size
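Fluorescent GDP-exchange assay: 100 nM EPAC1 with 250 nM Rap1B preloaded with BODIPY-GDP and 50 uM GDP; compounds tested as concentration series, 5 min at room temperature, then read every 5 min for 30 min (ex 480/em 540 nm); normalized to 6.5 mM cAMP.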
GLP1R cytotox – cytotoxicity in counter-screen for GLP-1R inverse agonists. HEK293 cAMP-luciferase reporter cells, luminescence, 24 h. Potency, µM (series often up to 38.3 µM), for the others: at the highest dose activity change, negative = inhibition, most hits filed as inhibitors. hit rate 0.13% among 410,000. AID 624418;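 note: loss of luciferase light is scored as toxicity; potency is the fitted concentration of half-maximal effect; % is set by controls: 0 for no effect and ±100 for the full control effect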
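A 23 nL compound transfer followed 12 hours of cell culture at 37 deg C; exposure then lasted 24 hr. Luciferase assay detection reagent was dispensed and plates read for luminescence after a 12 min room-temperature wait.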
GLP1R ag – agonists of human GLP-1 receptor. P43220. hit rate 0.007% among 380,000. Potency, µM (doses to about 45.6 µM), for inactives: at the highest dose activation, hits mostly activators. HEK293 GLP-1R CRE-luciferase, luminescence, 4-6 h; cells express a hypersensitive GLP-1R form; note: potency is the fitted concentration of half-maximal effect; % of control where 0% means no effect
Target sequence (P43220 whole entry, looked up): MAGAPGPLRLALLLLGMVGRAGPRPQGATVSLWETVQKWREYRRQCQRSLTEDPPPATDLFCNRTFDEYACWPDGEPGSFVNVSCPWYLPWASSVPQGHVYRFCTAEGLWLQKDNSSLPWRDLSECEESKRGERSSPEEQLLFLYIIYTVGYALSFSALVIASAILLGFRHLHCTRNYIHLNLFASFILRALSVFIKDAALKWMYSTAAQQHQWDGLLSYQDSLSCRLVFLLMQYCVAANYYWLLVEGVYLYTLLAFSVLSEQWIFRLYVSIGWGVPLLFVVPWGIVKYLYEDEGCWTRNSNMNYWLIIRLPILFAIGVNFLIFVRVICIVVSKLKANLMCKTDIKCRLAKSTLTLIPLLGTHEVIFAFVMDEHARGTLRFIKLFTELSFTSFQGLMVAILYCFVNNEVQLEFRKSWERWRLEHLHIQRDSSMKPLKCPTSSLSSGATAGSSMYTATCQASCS
PTHR1 ag – agonists of human PTHR1 parathyroid hormone receptor; HEK293 GP2 PTHR1 cells, GloSensor cAMP luminescence, 1 h; hit rate 0.075% among 410,000; AID 743266; Potency, µM (top dose mostly 115 µM), for the others: at the top dose activation, usual class: activators; note: potency is the fitted concentration of half-maximal effect; nearly all actives have a fitted effect of over 55% in size; some results filed as inactive show a strong effect at the top dose; inactives centre near -15; many of its hits are not listed in these tables
Target sequence (Q03431 whole entry, looked up): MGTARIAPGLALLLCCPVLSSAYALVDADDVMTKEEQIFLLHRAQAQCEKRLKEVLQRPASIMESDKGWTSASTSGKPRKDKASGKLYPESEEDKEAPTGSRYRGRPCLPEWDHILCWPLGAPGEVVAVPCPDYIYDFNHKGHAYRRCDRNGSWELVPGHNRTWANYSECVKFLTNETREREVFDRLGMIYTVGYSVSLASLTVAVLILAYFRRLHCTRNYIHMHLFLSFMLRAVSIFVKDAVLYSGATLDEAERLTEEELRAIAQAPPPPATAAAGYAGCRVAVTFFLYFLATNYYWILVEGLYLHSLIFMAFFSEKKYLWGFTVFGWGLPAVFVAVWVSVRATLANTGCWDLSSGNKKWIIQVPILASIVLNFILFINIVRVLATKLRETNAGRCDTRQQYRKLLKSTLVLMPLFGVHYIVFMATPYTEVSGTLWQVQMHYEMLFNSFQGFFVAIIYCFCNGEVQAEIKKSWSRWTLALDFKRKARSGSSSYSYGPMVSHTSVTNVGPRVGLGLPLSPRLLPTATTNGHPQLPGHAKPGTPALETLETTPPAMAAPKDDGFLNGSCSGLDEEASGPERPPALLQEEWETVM
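HEK-293-derived GP2 cells expressing PTHR1 and a GloSensor cAMP reporter, 3,000/well, plated overnight, given luciferin plus IBMX (each 0.5 mM as added) for 1 h at 37 °C, then compound for 1 h at 37 °C. Luminescence was read after 15 min at room temperature.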
EPAC1 antagonist – EPAC1 (human) antagonism; EPAC1 GEF assay, Rap1b-BODIPY-GDP exchange fluorescence; Potency, µM (highest dose often 115 µM), for inactives: at the highest dose activity change, negative = inhibition, actives largely listed as inhibitors; hit rate 0.14% among 360,000;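 note: potency is the fitted concentration of half-maximal effect; plate controls were vehicle for no effect and positive control for full effect; nearly all actives have a fitted effect of over 50% in size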
PI5P4K alpha inh – blocks human PI5P4K alpha kinase activity | P48426 | PI5P4Kalpha enzyme, ADP-Glo luminescence, 60 min; stronger effect = lower value | AID 652105 | hit rate 1.2% among 330,000 | max response, %; active = max response of -50% or lower; inconclusive = between -30% and -50%; inactive = -30% or higher; note: value at the top dose of about 77 µM; % is set by controls: 0 for no effect and ±100 for the full control effect
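ADP-Glo luminescence end-point read after a 60 min room-temperature kinase reaction of PI5P4Kalpha plus substrate, initiated with ATP at 5 microM final. Buffer: 0.038 M HEPES pH 7.4, EGTA, 0.1% CHAPS, 5% DMSO.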
GLP-1R inv ag – GLP-1 receptor (human) inverse agonism | P43220 | HEK293 GLP-1R CRE-luciferase, luminescence, 24 h; GLP-1R form is constitutively active | Potency, µM (series often up to 38.3 µM), without a hit: top-dose activity change, negative = inhibition, most hits filed as inhibitors | hit rate 1.6% among 410,000 | AID 624417; note: potency is the fitted concentration of half-maximal effect; % is set by controls: 0 for no effect and ±100 for the full control effect; nearly all actives have a fitted effect of over 55% in size
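Luminescence readout: a drop in cAMP-driven luciferase signal flags inverse agonism at a constitutively active GLP-1R stably expressed in HEK293. Compound exposure lasted 24 hr at 37 deg C, 5% CO2.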
PLK1 PBD inh – inhibitors of human PLK1 polo-box domain binding. P53350. Plk1 PBD binding of FITC phosphopeptide, fluorescence polarization. Potency, µM, for the others: max response, negative = inhibition, actives largely listed as inhibitors. hit rate 2.8% among 360,000. AID 720504; note: potency is the fitted concentration of half-maximal effect; series mostly up to about 57 µM; % is set by controls: 0 for no effect and ±100 for the full control effect; nearly all actives have a fitted effect of over 65% in size
IL-2 act – IL-2 activation; IL-2 activation reporter assay, cell-based qHTS; stimulated with anti-CD3/CD4/CD28 beads; in transgenic mouse T cells; activation, % (series mostly up to about 46 µM); hit rate 0.065% among 360,000; in the data active = activation above about 50%; inconclusive = mostly about 30% to 49%; note: 0% is about no effect
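Readout: EGFP and DsRed signals by fluorescent plate cytometry. Unstimulated transgenic mouse T cells received compound 60 min before antibody-bead stimulation, then incubated 18 h at 37 degrees C.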
The depositor's hits bear a star; i = inactive; ? = inconclusive; nt = no result given; & = joins results of further samples; [ ] = remark or other dose. Unless noted, calls come from the whole dose curve; as a rule, active = well fitted curve in the direction sought with a large enough effect; inconclusive = small, poorly fitted or top-dose-only effect, or another doubt; inactive = no such curve, though single readings can be large; an effect the other way counts as inactive or inconclusive.

molecule,GLP-1R inv ag,IL-2 act,EPAC1 ag,GLP1R cytotox,PTHR1 ag,EPAC1 antagonist,PLK1 PBD inh,GLP1R ag,PI5P4K alpha inh
CC1=CC(=O)OC2CC3OC4C[C@@H](C)C5OC6CC7O[C@]8(C)C/C=C\C9OC%10CC%11OC(CC(C)CO)CC(O)[C@]%11(C)OC%10CC9OC8C[C@]7(C)O[C@]6(C)CCC5OC4C[C@]3(C)OC12 (stereo not given in full),17%,1.0,-5%,nt,-15%,-4%,-3%,-6%,1
Cc1ccc(/C=C2\C(=O)NC(=S)N(c3ccc(F)cc3)C2=O)s1,12%,-1.9,-5%,11%,-42%[inhibitor],-2%,1.3µM*,0%,-82*
CC(=O)O[C@H]1CC[C@@]2(C)[C@H](C1)C(=O)C[C@H]1[C@@H]3CC[C@@H]4[C@@H](CN5C[C@@H](C)CC[C@H]5[C@@]4(C)O)[C@@H]3C[C@@H]12,-1%,-0.4,0%,1%,i,-26%,-12%,-3%,1
Cc1nc2cc([N+](=O)[O-])ccc2c(=O)n1-c1ccccc1[N+](=O)[O-],-3%,1.5,10%,-2%,-26%,9%,-8%,1%,2
CC1(O)C[C@]2(C)N(O)C3CCCC[C@@H]3N2O1 (stereo not given in full),5%,-0.6,1%,-12%,i,0%,-11%,-11%,-4
COc1ccc(N2CCN(C(CNC(=O)Oc3ccccc3)c3cccnc3)CC2)cc1 (stereo not given),-8%,1.0,7%,-13%,i,8%,-7%,-2%,nt
CC(C)c1ccc(/C=N/NC(=O)c2nnn(-c3nonc3N)c2CSC2=NCCS2)cc1,?,-5.5,4%,?,-30%,-22%,-7%,-3%,0
Cc1ccccc1NC(=O)Nc1nc(C(N)C2CCCCC2)cs1 (stereo not given),?,-0.9,-16%,?,i,2%,-4%,-8%,-4
CN1C(=O)C(Cc2cccs2)C(=O)N(C)C1=O,0%,-0.2,7%,5%,i,2%,?,-1%,nt
N#CC1=C(N)Oc2c(c(=O)oc3ccccc23)C1c1ccc([N+](=O)[O-])o1 (stereo not given),1%,-0.7,-14%,11%,i,-23%,21µM*,-1%,-8
COC(=O)c1c(C)n(Cc2ccc3c(c2)OCO3)c2ccc(O)cc12,5%,-2.8,5%,-16%,-10%[57.5 µM],4%,1%,4%,nt
Cc1c(C)c2cc(Cl)c(OCC(=O)NCCCN3CCCC3=O)cc2oc1=O,58%[activator],-2.3,-20%,3%,-1%,12%,2%,3%,-2
O=C(O)C1Cc2ccccc2N2CCCC12 (stereo not given),9%,1.4,-4%,80%[activator],i,-1%,-23%,0%,-3
Cc1nc2ccccc2c(=O)n1-c1nccs1,36%[activator],0.6,-12%,1%,-17%,-18%,2%,1%,-3
O=C(NCc1cccnc1)Nc1ccc([N+](=O)[O-])cc1,-11%,-2.5,-2%,-11%,-1%,3%,-6%,-2%,0

Next part
molecule,GLP-1R inv ag,IL-2 act,EPAC1 ag,GLP1R cytotox,PTHR1 ag,EPAC1 antagonist,PLK1 PBD inh,GLP1R ag,PI5P4K alpha inh
COc1ccc(-c2nc3cnccn3c2NC2CCCCC2)cc1-c1cccc(Cl)c1,?,0.0&-0.3,-3%&-12%,77%&103%[activator],-38%&-49%[inhibitor],-27%&-10%,2%&-4%,2%&2%,2&-14
CC1(C)Cc2cccc(OCC(=O)N3CCN(S(=O)(=O)c4ccccc4F)CC3)c2O1,-13%,0.8,6%,61%[activator],i,-2%,-10%,-1%,2
CC(C)(C)OC(=O)NCc1ccc(CNC(=O)c2nc[nH]c2C(=O)NCc2ccc(CNC(=O)OC(C)(C)C)cc2)cc1,-21%,-0.2,-17%,-20%,-51%[inhibitor],-26%,-9%,2%,4
O=C(COC(=O)Cc1ccccc1)NNC(=O)c1ccc([N+](=O)[O-])cc1,0%,-0.5,3%,4%,21%,36%[activator],-20%,-3%,0
Cc1ccc(OC(=O)N(C)C[C@@H]2OCc3cnnn3CCCC(=O)N([C@@H](C)CO)C[C@@H]2C)cc1,0%,-2.5,-19%,5%,-24%,8%,-11%,7%,1
COc1ccc(C2CN(C)CC2C(=O)c2ccc(C)cc2)cc1Cl (stereo not given),10µM*,3.6,7%,-4%,0%,-26%,-6%,12%,-4
CN(C)Cc1c[nH]c2cc([N+](=O)[O-])ccc12,-23%,0.7,-1%,-9%,i,0%,-3%,10%,6
CC(NC1=NCCS1)c1ccccc1 (stereo not given),-11%,1.2,-12%,2%,i,-8%,-6%,-5%,2
O=C(O)CCCc1ccc(N(CCCl)CCCl)cc1,4%,0.5,-7%,0%,-16%,5%,-21%,12%&-1%,4
O=C1Nc2ccccc2/C1=C/c1cnc[nH]1,5%,1.5,3%,-15%,i,0%,0%,21%,nt
O=C(N/N=C/c1ccccc1OC(=O)N1CCOCC1)c1cccs1,-22%,4.5,10%,?,-24%,5%,-22%,0%,13
COc1ccc(CN2CCN(C(=O)Cc3ccccc3)CC2)cc1OC,4%,-5.3,0%,-2%,i,4%,-8%,15%,-9
Cc1c(C(=O)Nc2ccccc2)c2cc(O)ccc2n1Cc1ccccc1,?,0.4,16%,12%,i,-11%,-7%,6%,-4
Cc1cccc(OP(=O)(Oc2cccc(C)c2)OC(c2ccccc2)C(F)(F)F)c1 (stereo not given),?,-2.7,-5%,26%,-36%[inhibitor],-14%,-3%,-2%,-3
C=Cn1c(P(=S)(N2CCOCC2)N2CCOCC2)cc2c1CCCC2,-1%,0.1,9%,-14%,-13%,-2%,?,9%,nt

The list goes on:
molecule,GLP-1R inv ag,IL-2 act,EPAC1 ag,GLP1R cytotox,PTHR1 ag,EPAC1 antagonist,PLK1 PBD inh,GLP1R ag,PI5P4K alpha inh
Cc1cc(CN(C)C)c(OC(=O)N(C)C)cc1C,1%,-0.3,1%,-5%,i,9%,-2%,-8%,-2
COc1ccc(-n2c(O)c(/C=C3\C=Nc4ccc(Br)cc43)c(=O)[nH]c2=O)c(OC)c1,5%,-0.6,5%,-16%,-94%[inhibitor],?,2.1µM*,-3%,?
O=c1cc(C2CCNCC2)[nH][nH]1,3%,-2.9,2%,-5%,5%[57.5 µM],-13%,-2%,-8%,-4
COc1ccc(CN(CCc2c[nH]c3ccccc23)Cc2ccc(OC)cc2)cc1,10µM*,-0.7,-5%,?,-91%[inhibitor],-20%,-1%,-5%,25
CC(Cc1ccccc1)N(C)CC1C(=O)C2CCC1C2 (stereo not given),1%,-2.6,-9%,3%,14%,16%,1%,1%,0
O=C(CSCc1ccccc1)Nc1ccc2c(c1)OCO2,0%,1.2,-7%,-6%,-16%[57.5 µM],5%,?,4%,-17
COc1cccc(/C=N/Nc2ccc([N+](=O)[O-])cc2)c1O,1.8µM*,-1.4,-10%,?,-26%,-28%,3%,6%,6
CCSP1(=S)N=C(N2CCOCC2)C(C#N)=C2CCCN21 (stereo not given),2%,-0.2,3%,-4%,i,16%,3%,-1%,3
COc1ccc(CCNCc2cccc(C(F)(F)F)c2)cc1OC,?,-0.4,3%,-2%,i,-10%,-8%,-12%,0
Cc1cc([P+](=O)O)c(C)n1-c1ccc(Br)cc1,31%[activator],-0.6,-1%,14%,i,8%,-1%,-1%,nt
CCSC1=NN1c1cc(C)nc(N)n1,41%[activator],-0.5,-1%,-7%,24%,17%,?,-1%,0
COc1ccc(CN2C(=O)NC(=O)/C(=C/c3cc(OC)c(OC)c(OC)c3)C2=O)cc1,-6%,0.6,2%,1%,i,1%,12µM*,2%,-51*
COc1ccccc1NS(=O)(=O)c1cccc(NC(=O)Nc2cccc(Cl)c2)c1,?,-6.2,12%,?,-4%,-10%,8%,-5%,5
Cn1cccc1CNCCc1ccc(F)cc1,-5%,-0.5,10%,3%,17%[57.5 µM],-7%,-3%,11%,nt
CS(=O)(=O)c1ccc(C2=C(CNC(=O)c3nccs3)[C@H]3CC[C@@H](C2)N3Cc2ccco2)cc1,2%,-0.4,-11%,18%,-17%,-12%,-5%,-2%,-3

Looked up by structure from above (2):
molecule,GLP-1R inv ag,IL-2 act,EPAC1 ag,GLP1R cytotox,PTHR1 ag,EPAC1 antagonist,PLK1 PBD inh,GLP1R ag,PI5P4K alpha inh
CC(Cc1ccccc1)N(C)CC1C(=O)C2CCC1C2 (stereo not given),1%,-2.6,-9%,3%,14%,16%,1%,1%,0
CC1=CC(=O)OC2CC3OC4C[C@@H](C)C5OC6CC7O[C@]8(C)C/C=C\C9OC%10CC%11OC(CC(C)CO)CC(O)[C@]%11(C)OC%10CC9OC8C[C@]7(C)O[C@]6(C)CCC5OC4C[C@]3(C)OC12 (stereo not given in full),17%,1.0,-5%,nt,-15%,-4%,-3%,-6%,1

Later entries.
molecule,GLP-1R inv ag,IL-2 act,EPAC1 ag,GLP1R cytotox,PTHR1 ag,EPAC1 antagonist,PLK1 PBD inh,GLP1R ag,PI5P4K alpha inh
Cc1ccc(S(=O)(=O)N/N=C\c2cc3c(cc2Br)OCO3)cc1,?,-2.4,-7%,?,-1%,-6%,-14%,-6%,6
CCCCn1c(O)c(C=NCCN2CCCCC2)c(=O)[nH]c1=O,4%,-0.1,3%,12%,-13%[57.5 µM],-9%,-4%,0%,-16
Cc1cccc(OCC(=O)N2CCN(Cc3ccc([N+](=O)[O-])cc3)CC2)c1,?,-1.7,-5%,-9%,-27%,1%,-15%,1%,-1
Cc1ccccc1Cn1cccc(C(=O)Nc2cc(Cl)ccc2C#N)c1=O,19%,nt,nt,1%,-83%[inhibitor],nt,nt,0%,nt
O=C1NC(=O)C(CCc2ccncc2)(CCc2ccccn2)C(=O)N1c1ccc(Br)cc1 (stereo not given),9%,2.0,4%,13%,i,-1%,-13%,-3%,2
CN1C(=O)C(=Cc2sc(=O)n(-c3ccccc3)c2N(C)C)C(=O)N(C)C1=O,19%,0.6,-13%,?,i,-15%,23%,-2%,-7
CCN1C(=O)C(=Cc2ccc(C)s2)C(=O)N(CC)C1=S,?,2.6,7%,-23%,-24%,-12%,0.53µM*,-9%,-69*
O=C1NC(=O)C(CCc2ccncc2)(CCc2ccncc2)C(=O)N1C1CCCCC1,-7%,-3.4,2%,7%,i,2%,-8%,4%,-1

An excerpt. The share of hits here may be higher or lower than overall.
